Assay outcomes: PubChem BioAssay, National Center for Advancing Translational Sciences (NCATS)
GPT2 inhibitor: blocks human glutamate pyruvate transaminase 2; Recombinant GPT2, coupled pyruvate oxidase/HRP Amplex Red fluorescence; 100,000 tested, 0.25% active; Potency, µM (series often up to 57.7 µM), inactives show at the top dose activity change, negative = inhibition, hits mostly inhibitors; note: potency is the fitted concentration of half-maximal effect; nearly all actives have a fitted effect of over 60% in size; many of its hits are not listed in these tables
Target sequence (Q8TD30 whole entry, looked up): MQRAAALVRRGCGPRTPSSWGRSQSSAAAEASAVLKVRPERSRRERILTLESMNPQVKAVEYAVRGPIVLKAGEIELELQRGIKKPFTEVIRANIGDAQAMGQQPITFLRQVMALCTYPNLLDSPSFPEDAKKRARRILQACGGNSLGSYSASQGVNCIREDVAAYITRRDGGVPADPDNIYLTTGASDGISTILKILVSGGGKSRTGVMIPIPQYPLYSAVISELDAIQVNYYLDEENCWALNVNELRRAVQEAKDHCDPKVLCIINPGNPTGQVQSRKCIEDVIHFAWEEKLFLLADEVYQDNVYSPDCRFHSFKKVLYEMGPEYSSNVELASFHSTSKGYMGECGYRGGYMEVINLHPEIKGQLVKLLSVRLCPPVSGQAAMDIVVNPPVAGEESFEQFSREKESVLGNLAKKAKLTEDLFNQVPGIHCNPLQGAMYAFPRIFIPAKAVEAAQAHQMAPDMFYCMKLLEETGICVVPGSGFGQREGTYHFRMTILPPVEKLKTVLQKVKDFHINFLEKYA
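Recombinant GPT2 (10ng/uL) with 250uM a-KG and 2mM L-alanine, 30 min at room temperature, in HEPES pH 7.5 buffer. Pyruvate detected by pyruvate oxidase/HRP/Amplex Red fluorescence after 30 min in the dark; AOA (50uM) as positive control.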
3T3 cytotox: kills NIH 3T3 cells; Potency, µM (highest dose often 96.7 µM), for the others: at the top dose activity change, negative = cytotoxicity, actives largely listed as inhibitors; NIH 3T3 viability, CellTiter-Glo ATP luminescence, 48-72 h; AID 1345082; 94,000 tested, 4.3% active; note: potency is the fitted concentration of half-maximal effect; nearly all actives have a fitted effect of over 55% in size
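Viability of NIH 3T3 cells after 48 or 72 hr compound treatment at 37 °C was assessed by CellTiter-Glo, with luminescence imaged following a 10 min room-temperature step.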
SNCA viab count: cell viability loss counter-screen. HEK-293-SNCA-luc viability, GF-AFC fluorescence, 24 h. AID 1671193. 150,000 tested, 0.12% active. Potency, µM (top dose mostly 57.1 µM), for inactives: at the highest dose activity change, negative = cytotoxicity, most hits filed as cytotoxic;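 note: potency is the fitted concentration of half-maximal effect; 0% = DMSO-treated cells and -100% = medium-only wells without cells; nearly all actives have a fitted effect of over 30% in size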
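Cytotoxicity counterscreen: after 24 h compound treatment of genome-edited SNCA-luciferase HEK-293 cells, live-cell protease substrate GF-AFC read by fluorescence after 30 min; activity scaled between DMSO (0%) and medium-only (-100%), curves Hill-fitted.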
Luciferase inh: inhibitors of firefly (Photinus pyralis) luciferase | P08659 | purified P. pyralis luciferase, luminescence, biochemical | Potency, µM (series often up to 115 µM), without a hit: at the top dose activity change, negative = inhibition, usual class: inhibitors | 76,000 tested, 2.5% active; note: potency is the fitted concentration of half-maximal effect; nearly all actives have a fitted effect of over 65% in size
Target sequence (P08659 whole entry, looked up): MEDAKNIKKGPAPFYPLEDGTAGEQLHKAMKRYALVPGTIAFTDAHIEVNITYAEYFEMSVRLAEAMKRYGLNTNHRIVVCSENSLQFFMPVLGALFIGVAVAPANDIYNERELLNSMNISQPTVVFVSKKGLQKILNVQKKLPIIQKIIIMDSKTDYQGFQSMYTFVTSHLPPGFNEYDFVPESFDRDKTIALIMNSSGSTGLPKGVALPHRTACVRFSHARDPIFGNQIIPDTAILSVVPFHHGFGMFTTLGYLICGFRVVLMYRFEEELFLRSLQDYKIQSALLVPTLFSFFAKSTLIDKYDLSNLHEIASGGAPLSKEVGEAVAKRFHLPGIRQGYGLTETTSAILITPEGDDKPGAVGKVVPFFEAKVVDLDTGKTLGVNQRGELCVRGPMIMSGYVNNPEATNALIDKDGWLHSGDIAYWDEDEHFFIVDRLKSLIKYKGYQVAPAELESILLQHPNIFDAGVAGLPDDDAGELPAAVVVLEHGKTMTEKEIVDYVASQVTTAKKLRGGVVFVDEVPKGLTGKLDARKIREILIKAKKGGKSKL
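Cell-free enzyme assay, 10nM P. pyralis luciferase, luciferin and ATP each at 10uM. Inhibition profiled over a 6-point titration, read as luminescence.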
HEK293 tox: HEK 293 cell cytotoxicity | HEK 293 viability, ATP luminescence (CellTiter-Glo), 48-72 h | 94,000 tested, 6.6% active | Potency, µM (titrated, usually from 115 µM), inactives show top-dose activity change, negative = cytotoxicity, hits mostly inhibitors; note: potency is the fitted concentration of half-maximal effect; nearly all actives have a fitted effect of over 60% in size
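HEK 293 cells at 250 cells/well were exposed to compounds by pintool transfer for 48 or 72 hr at 37 degree Celsius, 5% CO2. Viability was read as ATP-coupled luminescence with CellTiter-Glo after 10 min at room temperature.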
IP6K1 inhibitor: IP6K1 kinase inhibition | activity change, % (series mostly up to about 58 µM) | IP6K1 kinase, ADP-Glo luminescence, 2 h; hits give low values | Q92551 | 140,000 tested, 0.81% active | AID 1645851; in the data active = activity change below about -25%
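ADP-Glo luminescence measures ADP made by human IP6K1 during a 2 h RT reaction with ATP/IP6 (mix at 1.3 mM/130 uM); top library doses 57.5 and 19.1 uM final.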
SNCA expr inh: SNCA gene expression inhibition | HEK-293 SNCA-luciferase knock-in, luminescence, 24 h | Potency, µM (doses to about 57.2 µM), inactives show at the top dose activity change, negative = inhibition, usual class: inhibitors | 140,000 tested, 0.17% active | AID 1671194;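 note: potency is the fitted concentration of half-maximal effect; plate controls were DMSO cells for no effect and cell-free wells for full effect; nearly all actives have a fitted effect of over 45% in size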
Numbers without * were called inactive; i = inactive; ? = inconclusive; nt = not tested or not shown; [ ] = another dose, or the depositor's remark. Unless noted, calls come from the whole dose curve; as a rule, active = well fitted curve in the direction sought with a large enough effect; inconclusive = small, poorly fitted or top-dose-only effect, or another doubt; inactive = no such curve, though single readings can be large; an effect the other way counts as inactive or inconclusive. Unless noted, % is set by controls: 0 for no effect and ±100 for the full control effect.

Results follow in this order: GPT2 inhibitor, 3T3 cytotox, SNCA viab count, Luciferase inh, HEK293 tox, IP6K1 inhibitor, SNCA expr inh
#1 O=C(NCc1ccccc1F)C1CCCN(Cc2cccc(-c3ccc(F)cc3F)c2)C1 (centres undefined)
  1%, ?, -5%, nt, ?, -8, -29%
#2 O=C(CC1=C2CCCCC2NC1=O)NC1CCCC1 (centres undefined)
  2%, -11%, 2%, 10%, -11%, 34, 12%
#3 O=C(c1cccnc1)N1CCC2(CC1)C(=NC1CCCC1)NC(=O)N2c1cc(F)cc(F)c1
  ?, -19%, -2%, -5%, -11%, 16, -14%
#4 O=C(NCc1cccnc1N1CCOCC1)c1ccco1
  3%, 2%, -4%, ?, 0%, 5, -10%
#5 O=C(NCC1CC1)c1cccc(OC2CN(Cc3ccc(OC(F)(F)F)cc3)C2)c1
  i, ?, -20%, 6%, ?, 9, -4%
#6 O=C1[C@H]2CN(Cc3ccc(C(F)(F)F)cc3)C[C@H]2C(=O)N1CCc1ccccc1
  -5%, 22µM*, -15%, 6%, 35µM*, -16, ?
#7 Cc1cc(C)cc(-n2ccn3c(CC(C)(C)CC(=O)O)nnc3c2=O)c1
  nt, nt, -13%, nt, nt, 7, 31%[activator]
#8 Cc1ccc2ncc(C(=O)Nc3ccc(F)cc3F)c(=O)n2c1
  nt, nt, 0%, nt, nt, 22, 94%[activator]
#9 CN(CC1CCOCC1)C(=O)c1cc(F)cc(F)c1
  4%, i, 2%, -6%, -2%, 23, -18%
#10 O=C1[C@@H]2C[C@@H](CN2C(=O)c2cncnc2)Oc2ccccc2N1Cc1ccccn1
  i, i, 3%[87.6 µM], -1%[172 µM], 2%[172 µM], -8, -15%[87.6 µM]
#11 CC[C@@]1(C(=O)O)C[C@H](C(=O)NCCOC)[C@H](c2ccc(OC)cc2)N1C
  i, -5%, -6%, 8%, i, -2, 4%
#12 CCC(Oc1ccccc1F)C(=O)N1CCC(c2nc3ccccc3s2)CC1 (centres undefined)
  nt, nt, 1%, nt, nt, 5, ?
#13 COC(=O)c1cc2oc(C)cc2n1CC(=O)Nc1cc(Cl)ccc1OC
  nt, nt, 3%, nt, nt, 9, 12%
#14 COCC1CN(C2CCC2)CC12CCN(C(=O)C1CC1)CC2 (centres undefined)
  -15%, -3%, 7%, 4%, ?, 3, -1%
#15 O=C(NC[C@H]1Cn2c(-c3ccc(F)cc3)cnc2CO1)NC1CCCCC1
  -12%[88.5 µM], ?, -13%[87.6 µM], -12%[172 µM], -9%[172 µM], 17, -29%[87.6 µM]
#16 CC(C)(C)OC(=O)N1CCC(c2c(C(=O)N3CCN(c4ccccn4)CC3)cnn2-c2ccc(F)cc2F)CC1
  nt, nt, 0%, nt, nt, -6, -9%
#17 Cc1csc2nc(COC(=O)CNC(=O)c3ccccc3)cc(=O)n12
  nt, nt, -1%, nt, nt, -5, 5%
#18 Cc1cccc(S(=O)(=O)N2C[C@@H]3CCCN4CCC[C@@H]([C@H]34)[C@H]2CCCC(=O)N2CCOCC2)c1
  i, i, -19%, 1%, -3%, 2, ?
#19 C[C@]12CC[C@@H]3c4ccc(O)cc4CC[C@H]3[C@@H]1C[C@@H](O[C@@H]1O[C@H](C(=O)O)[C@@H](O)[C@H](O)[C@H]1O)[C@@H]2O
  -4%, nt, 6%, nt, nt, 9, nt
#20 Cc1noc(C)c1-c1cc(-c2ccc(CO)cc2)cn2cncc12
  -7%[88.5 µM], ?, -6%[87.6 µM], 0%[172 µM], ?, -16, 7%[87.6 µM]

Exported with tabs: entries from further up
No.	canonical_smiles	GPT2 inhibitor	3T3 cytotox	SNCA viab count	Luciferase inh	HEK293 tox	IP6K1 inhibitor	SNCA expr inh
2	O=C(CC1=C2CCCCC2NC1=O)NC1CCCC1 (centres undefined)	2%	-11%	2%	10%	-11%	34	12%
1	O=C(NCc1ccccc1F)C1CCCN(Cc2cccc(-c3ccc(F)cc3F)c2)C1 (centres undefined)	1%	?	-5%	nt	?	-8	-29%
6	O=C1[C@H]2CN(Cc3ccc(C(F)(F)F)cc3)C[C@H]2C(=O)N1CCc1ccccc1	-5%	22µM*	-15%	6%	35µM*	-16	?
16	CC(C)(C)OC(=O)N1CCC(c2c(C(=O)N3CCN(c4ccccn4)CC3)cnn2-c2ccc(F)cc2F)CC1	nt	nt	0%	nt	nt	-6	-9%
7	Cc1cc(C)cc(-n2ccn3c(CC(C)(C)CC(=O)O)nnc3c2=O)c1	nt	nt	-13%	nt	nt	7	31%[activator]
14	COCC1CN(C2CCC2)CC12CCN(C(=O)C1CC1)CC2 (centres undefined)	-15%	-3%	7%	4%	?	3	-1%

Following part
Results follow in this order: GPT2 inhibitor, 3T3 cytotox, SNCA viab count, Luciferase inh, HEK293 tox, IP6K1 inhibitor, SNCA expr inh
#21 Cn1cc(-c2[nH]c3cc(NC(=O)[C@H](N)C4CCCCC4)cc4c3c2C=NNC4=O)cn1
  -2%, nt, ?, nt, nt, 2, ?
#22 O=C(NC1CCCN(c2ccc3nnc(-c4ccccc4)n3n2)C1)C1CCCC1 (centres undefined)
  nt, ?, nt, nt, ?, 4, nt
#23 CCc1noc(-c2nc(-c3ccccc3C)no2)n1
  i, -24%, 0%, 14µM*, ?, 8, 141%[activator]
#24 Cn1c(-c2cn(C3CCNCC3)nn2)nc2ccccc21
  i, 0%, 11%, -10%, -13%, -3, 11%
#25 COc1cccc(CNC(=O)c2nc3cccnc3n(Cc3ccccc3OC)c2=O)c1
  i, -32%, 5%, nt, 1%, 2, -9%
#26 CN1C[C@H](C(=O)Nc2ccncn2)C[C@H]1c1cccc(C(F)(F)F)c1
  5%[88.5 µM], ?, 1%[87.6 µM], -4%[172 µM], ?, 13, -3%[87.6 µM]
#27 O[C@H]1[C@H](NCc2cnc3ccccc3c2)[C@@H](c2ccc(N3CCOCC3)nc2)C[C@H]1O
  i, -5%[174 µM], -27%[87.6 µM], -2%[172 µM], i, -2, ?
#28 COCCN1CCCC[C@]2(C[C@H](C(=O)O)[C@H](c3ccco3)N2C(=O)Cc2ccc(F)cc2)C1=O
  nt, ?, nt, nt, ?, 0, nt
#29 O=[N+]([O-])c1cccc(-c2noc([C@@H]3C[C@@H](O)CN3CC3CCCCC3)n2)c1
  -21%[88.5 µM], ?, -25%[87.6 µM], 1%[172 µM], 63µM*, -4, ?
#30 COc1ccc(C(=O)NCC(c2ccco2)S(=O)(=O)c2cccs2)cc1 (centres undefined)
  nt, nt, ?, nt, nt, -11, 87%[activator]
#31 CCc1nn2c(=O)cc(COC(=O)c3ccccc3)nc2s1
  nt, nt, -7%, nt, nt, 2, 154%[activator]
#32 COCCc1noc(-c2ccccc2OC2CN(C(=O)CC3CCCC3)C2)n1
  -9%, -19%, 2%, 16%, ?, 18, -16%
#33 COc1cccc(C(=O)N2C(C(=O)NC(C)C)COC23CCN(C(=O)c2cccc(F)c2)CC3)c1 (centres undefined)
  i, -9%, 11%, -3%, -5%, 2, 12%
#34 CCOc1ccc(NC(=O)C2CCCN(c3ccc(Sc4ccc(C)cc4)nn3)C2)cc1 (centres undefined)
  nt, nt, 4%, nt, nt, -5, 4%
#35 C#CCNC(=O)c1nc(-c2cccc(C(F)(F)F)c2)c2cnccn12
  ?, ?, -1%, 5%, ?, 0, 35%[activator]
#36 Cc1noc(C)c1S(=O)(=O)N1CCn2ncc(C(=O)Nc3ccc(Cl)cc3Cl)c2C1
  -8%, ?, ?, nt, ?, -5, ?
#37 C=CCOC(=O)C1=C(C)N=C2SC=C(CC(=O)N3CCCC3)N2C1c1ccc(OC)cc1OC (centres undefined)
  -1%, -18%, -12%, -10%, ?, 4, -14%
#38 COCCOCC1(CNC(=O)c2cnccn2)C[C@@H](O)[C@@H](O)C1 (some centres undefined)
  -14%[88.5 µM], -6%[138 µM], 3%[87.6 µM], -1%[172 µM], 4%[172 µM], 11, -11%[87.6 µM]
#39 Cn1nccc1CN1CCn2c(nnc2C2CCCNC2)C1 (centres undefined)
  i, -8%[138 µM], 7%[87.6 µM], -9%[172 µM], 0%[172 µM], 12, -11%[87.6 µM]
#40 COc1cccc(CNC(=O)c2cc(-c3cccc(C(F)(F)F)c3)nc3c2cnn3C)c1
  ?, -3%, -6%, nt, i, 17, 1%

Compounds listed so far that have a COOH group (four):
Results follow in this order: GPT2 inhibitor, 3T3 cytotox, SNCA viab count, Luciferase inh, HEK293 tox, IP6K1 inhibitor, SNCA expr inh
#7 Cc1cc(C)cc(-n2ccn3c(CC(C)(C)CC(=O)O)nnc3c2=O)c1
  nt, nt, -13%, nt, nt, 7, 31%[activator]
#11 CC[C@@]1(C(=O)O)C[C@H](C(=O)NCCOC)[C@H](c2ccc(OC)cc2)N1C
  i, -5%, -6%, 8%, i, -2, 4%
#19 C[C@]12CC[C@@H]3c4ccc(O)cc4CC[C@H]3[C@@H]1C[C@@H](O[C@@H]1O[C@H](C(=O)O)[C@@H](O)[C@H](O)[C@H]1O)[C@@H]2O
  -4%, nt, 6%, nt, nt, 9, nt
#28 COCCN1CCCC[C@]2(C[C@H](C(=O)O)[C@H](c3ccco3)N2C(=O)Cc2ccc(F)cc2)C1=O
  nt, ?, nt, nt, ?, 0, nt

Additional results follow.
Results follow in this order: GPT2 inhibitor, 3T3 cytotox, SNCA viab count, Luciferase inh, HEK293 tox, IP6K1 inhibitor, SNCA expr inh
#41 CCC(=O)N(C1CCOCC1)C1CCN(S(=O)(=O)c2cc(F)cc(F)c2)CC1
  -5%, -7%, 6%, -4%, -4%, -8, -8%
#42 COC1(CC(C)C)NC(=O)C(O)(Cc2ccccc2)NC1=O (centres undefined)
  i, nt, -5%, nt, nt, -4, nt
#43 COCCOCC1(CNC(=O)C2CCCC2)C[C@@H](O)[C@@H](O)C1 (some centres undefined)
  i, i, 4%[87.6 µM], -4%[172 µM], 0%[172 µM], 3, 1%[87.6 µM]
#44 CN1CC(=O)N(c2ccc(Cl)cc2)Cc2c(NC3CCCCC3)ncnc21
  2%, ?, 1%, 6%, ?, 4, 9%
#45 O=C(Nc1cccnc1)c1nc2c(o1)CCN(Cc1ccc3[nH]ccc3c1)CC2
  1%[88.5 µM], ?, -6%[87.6 µM], 35µM*, 100µM*, 8, 143%[activator][87.6 µM]
#46 O=C(CN1C(=O)C2(CCCCC2)C1c1ccccc1)NCCCN1CCCC1=O (centres undefined)
  2%, -13%, -6%, nt, 0%, 3, -9%
#47 CCn1c2c(c(=O)n3ncc(C(=O)N4CCN(c5ccc(C(C)=O)cc5)CC4)c13)CN(Cc1ccc(OC)cc1)CC2
  nt, nt, -12%, nt, nt, 37, -2%
#48 Cc1ccc(CNC(=O)c2cc(=O)c3cc(C)cc(C)c3o2)cc1
  nt, nt, -7%, nt, nt, -19, 11%
#49 O=C(CCc1nc2ccccc2[nH]c1=O)N1CCN(CCn2cncn2)CC1
  1%, 3%, -8%, 11%, -11%, 32, -4%
#50 Cc1ccc(Cl)cc1N1CCN(C(=O)CCn2c(=O)c3cccn3c3cccnc32)CC1
  nt, nt, 8%, nt, nt, 7, 32%
